# Source: PubChem
# S3 lipid droplet – qHTS Assay for Lipid Storage Modulators in Drosophila S3 Cells; Drosophila S3 cells, BODIPY lipid droplet fluorescence, 18-24 h; cells fed with added oleic acid; lipid storage change, negative = inhibition, % at the top dose, mostly 46.1 µM; hits show Potency in µM; actives 0.64% (n = 320,000); active means well fitted inhibition curve with a large enough effect in the signal ratio, with a control signal flat, not every such curve was filed as active; inconclusive means small, poorly fitted or top-dose-only effect, or effect the other way, or a change in a side signal; the % refers to the signal ratio
#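 Drosophila S3 cells loaded with oleic acid (400 uM, as added) and compounds at several concentrations; lipid droplets imaged by 488-nm laser-scanning cytometry, 500–530 nm intensity and object ratio to cell channel. Percent activity normalized to 20 uM Triacsin C.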
# S3 lipid droplet cell count max – second read-out of S3 lipid droplet, no call of its own (marks repeat the call); cell number change, %; measured here: cell count max response;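 cells counted by Cell Tracker Red CMTPX staining in the red channel; peak over a dose series mostly up to 46.1 µM; percent activity relative to internal control wells on each plate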
# The depositor's hits bear a star; i = inactive; ? = inconclusive; · = not tested or not shown. On the % scale 0 is the no-effect control and ±100 the full control effect; potency means the concentration at half of the fitted maximal effect. Only part of the results is shown; rates above refer to the full screens.
canonical_smiles,S3 lipid droplet,S3 lipid droplet cell count max
Cc1ccc(S(=O)(=O)N2CCN(c3ccc(N4CCOCC4)nn3)CC2)cc1[N+](=O)[O-],?,·
CC(C)NS(=O)(=O)c1ccc2c3c(cccc13)CC2,-2%,-32
NNC(=O)CNS(=O)(=O)c1ccc([N+](=O)[O-])cc1,?,·
Cc1cc(N2CCC(N(C)C3CCCC3)CC2)nc2cc(O)ccc12,?,·
COc1ccc2nc(C)cc(SCC(=O)OC(C)C)c2c1,?,·
COc1cccc(NC(=O)CSc2nnnn2C2CCCC2)c1,8.2µM*,-5.1*
O=C(Nc1ccc2c(c1)nc1n2CCSC1)c1ccco1,?,·
O=C(NCCc1ccc(Cl)cc1)C1CCN(S(=O)(=O)c2cccs2)CC1,?,·
Cc1cccc(OCCCC(=O)NCc2ccco2)c1,0%,4
COc1nc(Nc2ccc(O)cc2)nc(OC(C(F)(F)F)C(F)(F)F)n1,?,·
COc1cccc(NC(=O)c2cccc(C(=O)Nc3cccc(OC)c3)c2)c1,?,·
O=S(=O)(Nc1ccc(N2CCCCC2)cc1)c1ccccc1,?,·
Cc1cc(S(=O)(=O)NC(C)C)ccc1OCC(=O)Nc1ccc2c(c1)OCCO2,?,·
Cn1c2ccccc2n2c(=O)c(=O)n(CC(=O)N3CCCc4ccccc43)nc12,3%,12
O=C(c1ccc(NC(=O)C2(c3ccccc3)CCOCC2)cc1)N1CCOCC1,23µM*,-1.6*
CCN(CC(=O)Nc1ccc(N2CCOCC2)cc1)Cc1nc2ccccc2c(=O)[nH]1,-3%,0
Cc1ccccc1OCCn1cnc2cc([N+](=O)[O-])ccc2c1=O,?,·
CCOc1ccc(N2C(=O)CC(SCC(=O)O)C2=O)cc1 (configuration not stated),?,·
COc1ccc2cc(-c3ccsc3)ncc2c1,?,·
CSCCC(NC(N)=O)C(=O)N(C)CC(=O)Nc1ccc(C)cc1 (configuration not stated),?,·
CC(=O)Sc1nc(-c2ccccc2)[nH]c1S(=O)(=O)c1ccc(C)cc1,i,-3
N#CCC(=O)N/N=C/c1c(-c2ccccc2)n(-c2ccccc2)c2ccccc12,?,·
O=C1c2oc3ccc(Cl)cc3c(=O)c2C(c2ccco2)N1CCN1CCOCC1 (configuration not stated),-2%,-11
O=C1CCc2cc(S(=O)(=O)N3CCN(c4ccccc4F)CC3)ccc2N1,i,·
Cc1ccc(C(=O)N2CCN(C(=O)C3CCCO3)CC2)cc1 (configuration not stated),?,·
CCN(CC)C(=O)c1ccccc1NS(C)(=O)=O,-2%,7
CC(=O)c1sc(-c2c(C)nc3sccn23)nc1C1CCCC1,?,·
CCO[C@@H]1c2c(ccc3ccc(=O)oc23)OC(C)(C)[C@H]1O,?,·
CC1(C)C2CCC1(C)C(NC(=O)CCN1CCCCC1)C2 (configuration not stated),?,·
O=C(/C=C/c1cn(-c2ccccc2)nc1-c1cccs1)NCCN1CCOCC1,4%,-5

# Quoted at random: two records from the list
canonical_smiles,S3 lipid droplet,S3 lipid droplet cell count max
NNC(=O)CNS(=O)(=O)c1ccc([N+](=O)[O-])cc1,?,·
O=S(=O)(Nc1ccc(N2CCCCC2)cc1)c1ccccc1,?,·

# More entries:
canonical_smiles,S3 lipid droplet,S3 lipid droplet cell count max
COc1cccc(NC(=O)C(Cc2ccccc2)n2cccc2)c1 (configuration not stated),15%,24
CCOc1ccc(OCCOCCn2ccnc2)cc1,?,·
CC1(O)CC(c2ccc(Cl)cc2)=NN1C(=O)c1ccc(Cl)cc1 (configuration not stated),?,·
CC(C)CN1CCC(=O)N([C@H](CN=[N+]=[N-])Cc2ccccc2)CC1,?,·
O=C(Nc1ccc2c(c1)OCCO2)c1ccccc1F,?,·
O=C1CSC(=O)N1CCOCCN1C(=O)CSC1=O,4%,-1
CCc1cccc(NC(=O)Cn2cc3c(n2)CCCC3)c1,-1%,-12
N=c1c(S(=O)(=O)c2ccccc2)cc2c(=O)n3ccccc3nc2n1CCCN1CCOCC1,?,·
O=C(CSC(=S)N1CCOCC1)N1N=CCC1c1ccccc1 (configuration not stated),?,·
CCN(CC)S(=O)(=O)c1ccc(NC2c3ccccc3C(=O)N2c2ccc(C)cn2)cc1 (configuration not stated),?,·
O=C1c2ccccc2C(=O)C1c1ccc(Br)cc1,10%,29
CN(/N=C/c1c[nH]c2ccccc12)c1cnn(-c2ccc(F)c(Cl)c2)c(=O)c1Cl,-11%,-10
C=CCNC(=O)CC(=O)N/N=C/c1cccc(Br)c1,14%,5
O=C(Nc1cc(Cl)ccc1O)C1CC(c2ccccc2Cl)=NO1 (configuration not stated),?,·
CCOc1ccc(NC(=O)c2cnccn2)cc1,6%,2
Cc1cc(=O)n2[nH]c(-c3ccco3)nc2n1,?,·
CCN(Cc1ccc(OC)c(F)c1)C(=O)/C=C/c1ccc(S(=O)(=O)N2CCOCC2)cc1,?,·
COc1nc2ccccc2nc1OC,-10%,-6
CC(C)(Oc1ccc(Cl)cc1)C(=O)N/N=C/c1cn[nH]c1-c1ccccc1,?,·
CC[n+]1c(/C=C(/C)SC)sc2ccccc21,1%,1
Cc1cccnc1NC(=O)Nc1ccc(F)cc1,?,·
CCCC(=O)Nc1sc(C(=O)Nc2cccc(N)c2)c(C)c1C(=O)OC,1%,16
C[N+](C)(C)CCOP(=O)([O-])OC[C@H](O)CO,?,·
Cc1ccc(N2C(=O)CC(Cc3ccc(Cl)cc3)C2=O)cc1 (configuration not stated),-5%,-12
CCOc1cc(CNCC2CCCN2CC)cc(Cl)c1OC (configuration not stated),1%,12
COc1ccc(NC(=O)c2oc3ccccc3c2NC(=O)C2CC2)cc1,?,·
CC1=C(C(=O)Nc2ccccc2)C(c2ccc[nH]2)n2ncnc2N1 (configuration not stated),6%,9
O=C(OCc1nnc(-c2ccc(Br)cc2)o1)c1ccco1,?,·
COc1ccc(S(=O)(=O)Nc2c(C)n(C)n(-c3ccccc3)c2=O)cc1,?,·
CCOc1ccc(N(CC(=O)NCc2ccc(F)cc2)C(=O)CCC(=O)Nc2nccs2)cc1,?,·
Cc1cccc(N(CC(=O)NCC2CCCO2)C(=O)CCC(=O)Nc2cc(C)on2)c1 (configuration not stated),i,4
Cc1occc1C(=O)N1CCN(c2ncccn2)CC1,?,·
CC(C)N1C[C@@]23C=C[C@@H](O2)C(C(=O)OCc2ccccc2)[C@H]3C1=O (some centres not stated),?,·
CCOc1ccc(NC(=S)NC(=O)c2c(Cl)c(C)nn2C)c([N+](=O)[O-])c1,?,·
C/C(=N/NC(=O)c1ccc(C)s1)c1cccc(NC(=O)COc2ccc(Cl)cc2Cl)c1,?,·
CCc1nnc(SCC(=O)Nc2ccc(N3CCOCC3)cc2)o1,?,·
CCOC(=O)Cc1nnc(NC(=O)CSc2nnc3c(n2)[nH]c2ccccc23)s1,-4%,-10
c1ccc2c(c1)nc(-c1ccncc1)n2CCNc1nc(CN2CCCCC2)cs1,i,-4
COc1ccccc1CNC(=O)CCc1nnc2ccc(NCCCN3CCCC3=O)nn12,i,22
COc1cc(CNCCc2ccccc2)cc(Br)c1OCC(=O)Nc1ccccc1C,?,·
N#CC1=C(N)Oc2cc(O)c(Cl)cc2C1c1ccccc1F (configuration not stated),?,·
O=C(CC1SC(=Nc2ccc(OC(F)F)cc2)N(CCC2=CCCCC2)C1=O)Nc1ccccc1F (configuration not stated),9%,-17
CCOC(=O)c1nc(Nc2ccc(C(=O)OC)cc2)c2ccccc2n1,?,·
O=C(c1cc(C(=O)N2CCN(c3ccc(F)cc3)CC2)cc([N+](=O)[O-])c1)N1CCN(c2ccc(F)cc2)CC1,15%,-22
CC(C)(C)c1cc(NC(=O)NN2CCOCC2)nn1-c1c(Cl)cc(Cl)cc1Cl,?,·
CCCCC1CCC(C(=O)N2CCOCC2)CC1 (configuration not stated),?,·
Cc1[nH]c(=O)[nH]c(=O)c1S(=O)(=O)N(CC(C)C)CC(C)C,-17%,·
COC(=O)c1ccc(OC(=O)c2nn(C)cc2Cl)c(OC)c1,?,·
CC(C)Oc1ccc(C2CCC(=O)NC2=O)cc1 (configuration not stated),22%,1
Cn1c(SCc2cnc(-c3ccccc3)s2)nnc1C1COc2ccccc2O1 (configuration not stated),-8%,8
CC(C)NC(=O)CSc1ccccc1C(=O)NCc1ccc2c(c1)OCO2,?,·
COC(=O)N/N=C/c1ccc(-c2cc(Cl)ccc2Cl)o1,?,·
CC(C)C(c1nnnn1Cc1ccc(F)cc1)N1CCC(C(N)=O)CC1 (configuration not stated),?,·
COc1cc(OC)c(OC)cc1CNC(=O)c1cc(=O)c2ccccc2o1,?,·
CC(C)CC(C(=O)OCC(=O)Nc1ncc(Cl)cc1Cl)N1C(=O)c2ccccc2C1=O (configuration not stated),?,·
O=C(C[n+]1ccccc1)N/N=C/c1cc(Br)ccc1F,13%,-11
CC(C)c1nc(SCC(=O)NC2CCCC2)c2ccccc2n1,?,·
CCCc1cc2c(=O)c(-c3ccc4c(c3)OCCO4)coc2cc1OC(=O)c1ccco1,-8%,1
COc1cccc(C2c3c(oc4cc(C)c(C)cc4c3=O)C(=O)N2CCCN(C)C)c1 (configuration not stated),?,·
CC(C)OC(=S)N/C(=N\S(=O)(=O)c1ccccc1)c1ccccc1,?,·

# Remaining list, next part.
# Sequence of screens: S3 lipid droplet | S3 lipid droplet cell count max
CC(C)(C)CC(C)(C)c1ccc(OCC(=O)N/N=C/c2ccc(S(=O)(=O)O)o2)cc1
→ 25% | ·
Cc1ccccc1N=C1c2cc([N+](=O)[O-])ccc2-c2ncccc21
→ -23% | 0
Cc1ccc(CNC(=O)C2CC2c2ccccc2)cc1 (configuration not stated)
→ 11% | -14
CCN(CC(=O)Nc1ccccc1C(F)(F)F)C(=O)CCc1nc2ccccc2c(=O)[nH]1
→ -5% | 7
COc1ccc(CCNC(=O)CCN2C(=O)c3cccc4cccc(c34)C2=O)cc1OC
→ ? | ·
O=C(OCC(=O)N1CCc2ccccc21)c1cc(S(=O)(=O)N2CCOCC2)ccc1F
→ ? | ·
CCCCCCc1nc(C(N)=O)c2[nH]c(=O)n(-c3ccccc3F)c2n1
→ i | ·
COc1ccc(C(CCNCc2ccccc2)c2ccc(F)cc2)cc1 (configuration not stated)
→ ? | ·
C#CCOCCOCCOCCNc1nc(N2CCN(C(=O)C(Cc3ccc(O)cc3)n3cc(C(N)C(C)CC)nn3)CC2)nc(N2CCN(C(=O)C(Cc3ccc(O)cc3)n3cc(C(N)C(C)CC)nn3)CC2)n1 (configuration not stated)
→ ? | ·
COc1ccccc1C(=O)NC(=S)NC12CC3CC(CC(C3)C1)C2
→ ? | ·

# Profiles as entered above:
# Cc1ccc(CNC(=O)C2CC2c2ccccc2)cc1 (configuration not stated) across the screens: S3 lipid droplet = 11%; S3 lipid droplet cell count max = -14
# Cc1ccccc1N=C1c2cc([N+](=O)[O-])ccc2-c2ncccc21 across the screens: S3 lipid droplet = -23%; S3 lipid droplet cell count max = 0
# C#CCOCCOCCOCCNc1nc(N2CCN(C(=O)C(Cc3ccc(O)cc3)n3cc(C(N)C(C)CC)nn3)CC2)nc(N2CCN(C(=O)C(Cc3ccc(O)cc3)n3cc(C(N)C(C)CC)nn3)CC2)n1 (configuration not stated) across the screens: S3 lipid droplet = ?; S3 lipid droplet cell count max = ·

# An excerpt from above in order of their number in S3 lipid droplet cell count max, high to low.
Compound	S3 lipid droplet cell count max
CCN(CC(=O)Nc1ccccc1C(F)(F)F)C(=O)CCc1nc2ccccc2c(=O)[nH]1	7
Cc1ccccc1N=C1c2cc([N+](=O)[O-])ccc2-c2ncccc21	0
Cc1ccc(CNC(=O)C2CC2c2ccccc2)cc1 (configuration not stated)	-14

# Next structures follow:
# Sequence of screens: S3 lipid droplet | S3 lipid droplet cell count max
COCc1nc(-c2ccc(-c3ccc(C)cc3)nc2OC)no1
→ ? | ·
CC(C)(C)c1ccc(C(=O)Nc2cccc(-n3cnnn3)c2)cc1
→ ? | ·
COCCCNC(=O)c1c(-c2ccccc2)noc1C
→ 9% | 20
O=c1[nH][nH]c(-c2ccccc2)c1C=Nc1ccc(F)cc1F
→ ? | ·
COc1cccc(C(=O)CN(C(=O)c2ccc(Cl)c(Cl)c2)N2C(=O)C3CCCCC3C2=O)c1 (configuration not stated)
→ -2% | 0
Cc1cc(C)c(S(=O)(=O)N2CCN(S(=O)(=O)N3CCC(C)CC3)CC2)c(C)c1
→ i | 5
COc1ccccc1NC(=O)Cn1c(=O)sc2ccccc21
→ ? | ·
O=C(c1ccc(-n2cnnn2)cc1)N1CCCCC1
→ 6% | 2
O=C1CCc2cc(S(=O)(=O)NCc3ccc(F)cc3)cc3c2N1CCC3
→ i | -2
Cc1ccc(S(=O)(=O)N/N=C\c2cccnc2)cc1
→ -9% | -8
CCC(=O)N1CCc2cc(Br)cc(S(=O)(=O)N3CCCC(C(=O)O)C3)c21 (configuration not stated)
→ ? | ·
CCCc1cc(C(=O)Nc2ccc(C#N)cc2)no1
→ i | 10
Cc1ccc(S(=O)(=O)CCC(=O)N(CCCN2CCOCC2)c2nc3ccccc3s2)cc1
→ ? | ·
O=C(CCN1CCCCCC1)Nc1cccc(F)c1
→ 26µM* | -13*
CCCn1c(N)c(C(=O)CN2CCc3ccccc3C2)c(=O)n(C)c1=O
→ ? | ·
COc1ccccc1CNC(=O)C(C)NS(=O)(=O)c1ccccc1 (configuration not stated)
→ ? | ·
COC(=O)C1=C(C)N(c2cc(C)cc(C)c2)/C(=C/c2ccc(O)cc2)C1=O
→ 0% | -1
Oc1ccc(N=Nc2ccc3c(c2)OCO3)c2ccccc12
→ -1% | 0
CCCSc1nnc2nc(C)cc(C)n12
→ ? | ·
O=C(C1CCN(S(=O)(=O)c2ccc(F)cc2)CC1)N1CC=C(c2ccccc2)CC1
→ ? | ·
